HEK293 tox: qHTS of GLP-1 Receptor Inverse Agonists: Cytotox Screen; HEK293 cAMP-luciferase reporter cells, luminescence, 24 h; Potency, µM (titrated, usually from 38.3 µM), without a hit: top-dose activity change, negative = inhibition, most hits filed as inhibitors; 410,000 compounds, 0.13% hits;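 also: loss of luciferase light is scored as toxicity; potency is read from the fitted curve at half-maximal effect; % is scaled to controls: 0 for no effect and ±100 for the full control effect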
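MLSMR compounds, 24 hr on cells at 37 deg C/5% CO2; luminescence after luciferase reagent (12 min RT). Inhibition counted as the undesired cytotoxic outcome.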
PTHR1 agonist: qHTS for PTHR1 Agonists: Primary Screen; HEK293 GP2 PTHR1 cells, GloSensor cAMP luminescence, 1 h; Potency, µM (series often up to 115 µM), for inactives: at the top dose activation, usual class: activators; 410,000 compounds, 0.075% hits; Parathyroid hormone/parathyroid hormone-related peptide receptor (Homo sapiens), Q03431; also: potency is read from the fitted curve at half-maximal effect; nearly all actives have a fitted effect of over 55% in size; some results filed as inactive show a strong effect at the top dose; inactives centre near -15; many of its hits are not listed in these tables
Target sequence (Q03431 whole entry, looked up): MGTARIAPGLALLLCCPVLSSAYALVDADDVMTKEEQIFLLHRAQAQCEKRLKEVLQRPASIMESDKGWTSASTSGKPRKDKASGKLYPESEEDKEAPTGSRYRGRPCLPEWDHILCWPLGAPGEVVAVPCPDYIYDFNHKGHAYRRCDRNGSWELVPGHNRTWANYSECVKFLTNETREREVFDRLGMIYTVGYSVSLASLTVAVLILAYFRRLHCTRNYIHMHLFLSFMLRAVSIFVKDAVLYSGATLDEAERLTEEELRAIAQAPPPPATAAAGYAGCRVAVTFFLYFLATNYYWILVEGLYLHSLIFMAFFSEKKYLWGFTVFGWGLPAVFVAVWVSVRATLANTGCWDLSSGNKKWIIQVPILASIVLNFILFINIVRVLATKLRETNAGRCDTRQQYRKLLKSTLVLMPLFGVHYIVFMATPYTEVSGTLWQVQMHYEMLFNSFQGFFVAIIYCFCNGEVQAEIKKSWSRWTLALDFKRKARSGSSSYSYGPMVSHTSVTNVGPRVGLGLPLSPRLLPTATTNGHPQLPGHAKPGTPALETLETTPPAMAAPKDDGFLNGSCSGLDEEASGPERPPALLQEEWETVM
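HEK-293-derived GP2 cells expressing PTHR1 and a GloSensor cAMP reporter, 3,000/well, plated overnight, given luciferin plus IBMX (each 0.5 mM as added) for 1 h at 37 °C, then compound for 1 h at 37 °C. Luminescence was read after 15 min at room temperature.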
aSyn yeast inh: qHTS of alpha-syn Inhibitors | AID 652106, 2013 | Potency, µM (top dose mostly 46.1 µM), without a hit: top-dose growth rescue (activation), usual class: activators | Yeast expressing alpha-synuclein, growth rescue, BacTiter-Glo, 24 h | 370,000 compounds, 0.14% hits; also: potency is read from the fitted curve at half-maximal effect; % of control where 0% means no effect; nearly all actives have a fitted effect of over 65% in size
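Readout is rescue of growth in alpha-synuclein-expressing yeast, so inhibitors of toxicity appear as activators. Growth after 24 hr at 30 deg C in galactose medium is quantified by luminescence.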
D3 ag: qHTS of D3 Dopamine Receptor Agonist: qHTS | D3R DiscoveRx beta-arrestin cells, luminescence, 90 min | D(3) dopamine receptor (Homo sapiens), P35462 | max activation, % | 410,000 compounds, 0.58% hits; in the data active = max activation above about 30%; also: 0% is about no effect; mostly tested at two doses, the higher about 12 µM
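Agonist mode: compounds and dopamine controls were applied to plated cells for 90 min at 37 degrees C after an overnight attachment at 1500 cells/well. Luminescent read-out followed 30 - 60 minutes at room temperature with DiscoveRx detection reagent.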
GLP1R inv ag: qHTS of GLP-1 Receptor Inverse Agonists (Inhibition Mode) | Glucagon-like peptide 1 receptor (Homo sapiens), P43220 | 410,000 compounds, 1.6% hits | HEK293 GLP-1R CRE-luciferase, luminescence, 24 h; GLP-1R form is constitutively active | Potency, µM (titrated, usually from 38.3 µM), for inactives: top-dose activity change, negative = inhibition, actives largely listed as inhibitors; also: potency is read from the fitted curve at half-maximal effect; % is scaled to controls: 0 for no effect and ±100 for the full control effect; nearly all actives have a fitted effect of over 55% in size
Target sequence (P43220 whole entry, looked up): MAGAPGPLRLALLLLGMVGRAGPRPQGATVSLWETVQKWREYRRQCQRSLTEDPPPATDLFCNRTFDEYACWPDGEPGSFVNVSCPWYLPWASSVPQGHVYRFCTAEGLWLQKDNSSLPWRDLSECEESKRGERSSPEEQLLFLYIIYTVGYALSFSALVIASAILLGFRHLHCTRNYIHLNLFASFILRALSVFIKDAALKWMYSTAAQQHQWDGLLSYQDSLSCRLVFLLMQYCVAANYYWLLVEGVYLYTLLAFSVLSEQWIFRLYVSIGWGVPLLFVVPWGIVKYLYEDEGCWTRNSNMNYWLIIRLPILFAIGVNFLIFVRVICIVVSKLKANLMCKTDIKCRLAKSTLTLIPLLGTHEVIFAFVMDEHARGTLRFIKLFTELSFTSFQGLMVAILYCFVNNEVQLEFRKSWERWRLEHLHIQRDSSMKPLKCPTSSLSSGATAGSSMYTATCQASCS
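Cells are plated, allowed 12 hours at 37 deg C, then treated with compounds for 24 hr before luciferase detection reagent is added and luminescence is read after 12 min at room temperature. The HEK293 line carries constitutively active GLP-1R with a cAMP-responsive reporter.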
TDP43 rescue: qHTS of TDP-43 Inhibitors. TDP-43 expressing yeast growth rescue, BacTiter-Glo, 24 h. Potency, µM (series often up to 46.1 µM), for inactives: at the highest dose growth rescue (activation), most hits filed as activators. 410,000 compounds, 1.8% hits. AID 652104, 2013; also: potency is read from the fitted curve at half-maximal effect; % of control where 0% means no effect; nearly all actives have a fitted effect of over 50% in size
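Yeast expressing TDP-43 (pregrown in raffinose, seeded at OD600=0.02 in galactose medium) exposed to compounds 24 hr at 30 deg C. Growth read by BacTiter-Glo luminescence; rescue of toxicity appears as increased signal.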
DRD3 antagonist: qHTS of D3 Dopamine Receptor Antagonist: qHTS; AID 652054, 2013; 360,000 compounds, 2.5% hits; D3R cells, DiscoveRx beta-arrestin luminescence, antagonist mode; stronger effect = lower value; max response, negative = inhibition, %; in the data active = max response below about -50%; inconclusive = no clear call, values can overlap the other calls; also: % is scaled to controls: 0 for no effect and ±100 for the full control effect; mostly tested at two doses, the higher about 12 µM
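Cells plated overnight at 1500 cells/well, then exposed to library compounds with dopamine controls for 90 minutes at 37 degrees C. DiscoveRx reagent added for 30–60 minutes at room temperature; luminescence read, quantitative HTS format.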
KB-V1 cytotox: qHTS assay for MDR1-selective chemotherapeutics: Primary screen using the drug-selected MDR subline cells KB-V1 | KB-V1 MDR cells viability, CellTiter-Glo, 72 h | Potency, µM (series often up to 46.1 µM), inactives show top-dose activity change, negative = cytotoxicity, hits mostly cytotoxic | 400,000 compounds, 3.4% hits; also: potency is read from the fitted curve at half-maximal effect; % is scaled to controls: 0 for no effect and ±100 for the full control effect; nearly all actives have a fitted effect of over 60% in size
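In this primary screen, KB-V1 cells overexpressing P-gp are incubated with library compounds (lowest to highest concentration) for 72 h at 37 degrees C before a luminescent ATP viability read.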
GLP-1R agonist: qHTS of GLP-1 Receptor Agonists | Glucagon-like peptide 1 receptor (Homo sapiens), P43220 | HEK293 GLP-1R CRE-luciferase, luminescence, 4-6 h; cells express a hypersensitive GLP-1R form | Potency, µM (highest dose often 45.6 µM), for inactives: top-dose activation, usual class: activators | 380,000 compounds, 0.007% hits | AID 624172, 2012; also: potency is read from the fitted curve at half-maximal effect; % of control where 0% means no effect
Numbers without * were called inactive; i = inactive; ? = inconclusive; . = no result given; [ ] = another dose, or the depositor's remark. Unless noted, calls follow the shape of the dose curve; as a rule, active = well fitted curve in the direction sought with a large enough effect; inconclusive = small, poorly fitted or top-dose-only effect, or another doubt; inactive = no such curve, though single readings can be large; an effect the other way counts as inactive or inconclusive. Some of the compounds tested, so the mix of outcomes need not match the whole.

SMILES	HEK293 tox	PTHR1 agonist	aSyn yeast inh	D3 ag	GLP1R inv ag	TDP43 rescue	DRD3 antagonist	KB-V1 cytotox	GLP-1R agonist
CCOC(=O)c1[nH]c(C)c(C(=O)N2CCOCC2)c1C	1%	-22%	6%	-5	9%	12%	0	-13%	-1%
CCCN1C(=O)c2ccc(C(=O)NC3=NCCS3)cc2C1=O	-3%	i	-4%	-5	-1%	-2%	-23	19%	4%
COc1ccc(N2CCN(C(=O)CS(=O)Cc3nc(-c4ccc(OC)c(OC)c4)oc3C)CC2)cc1 (stereo not drawn)	-11%	-13%	7%	2	9%	-2%	-1	0%	4%
O=C(Nc1ccc2c(c1)CCCN2C(=O)c1ccccc1)c1ccccc1	-12%	-38%	-1%	2	?	-15%	16	-137%	5%
Cc1cccc(C(=O)NCC(=O)OC(C)C(=O)Nc2ccc(Cl)cn2)c1 (stereo not drawn)	-4%	i	3%	-10	-10%	-28%	3	0%	11%
Cc1csc(SCC(=O)Nc2cc(F)ccc2C)n1	3%	-7%	0%	7	6%	?	-3	?	-4%
C=CC[C@@H](CC(=O)N(CCO)Cc1ccccc1)C(=O)NCCOC(=O)[C@H](CC=C)CC(=O)OC(C)(C)C	4%	-16%	10%	2	7%	2%	7	0%	0%
CCOc1ccccc1CNC(=O)Cn1ccc2cc(S(=O)(=O)N3CCC(C)CC3)ccc21	1%	i	1%	11	?	21%	17	-1%	5%
O=C(Nc1ccc(-c2n[nH]c(=S)o2)cc1)c1ccccc1	2%	-16%	-1%	1	9%	?	0	?	3%
Cc1ccc(CNC(=O)c2cc(S(=O)(=O)N3CCCC3)cn2C)cc1	-18%	0%	-1%	-1	-29%	1%	22	2%	-3%
CCC(C)N(C(=O)COC(=O)c1cn(CC)c2nc(C)ccc2c1=O)C1CCS(=O)(=O)C1 (stereo not drawn)	-2%	-13%[57.5 µM]	-1%	1	80%[activator]	?	14	-5%	1%
CCOc1ccc(CO[C@@H]2O[C@H](CO)[C@@H](O)[C@H](O)[C@H]2NC(C)=O)cc1OC	15%	i	1%	12	26%	15%	21	19%	1%
COc1ccc(OC)c(NC(=O)N2CC3CCCN3c3ccccc32)c1 (stereo not drawn)	9%	-3%	.	-22	?	?	.	-5%	.
COc1ccc(CN(C)C(=O)CCN=C2NS(=O)(=O)c3ccccc32)c(OC)c1	3%	i	1%	-4	22%	7%	11	-2%	6%
CC1(C)OC(c2ccccc2)=C/C(=C\C=N\NC(=O)c2ccncc2)O1	?	i	2%	22	69%[activator]	3%	7	?	-4%
Cc1nn(-c2ncccn2)c2c1C(=O)CC(C)(C)C2Br (stereo not drawn)	2%	-6%	1%	-5	13%	-2%	0	0%	7%
O=C(CN1C(=O)NC2(CCCCCC2)C1=O)N1CCCCC1	2%	?	-24%	-3	5%	-6%	-2	-16%	-2%
c1csc(-c2ccn[nH]2)c1	-1%	i	5%	1	4%	1%	23	9%	16%
CN(C(=O)c1ccc(NC(=O)Cc2ccc(NC(=O)C3CCCN(C(=O)C4CCCCC4)C3)cc2)cc1)C1CC1 (stereo not drawn)	-8%	-40%[inhibitor]	-11%	1	7%	12%	47	0%	-1%
CCOc1ccc2nc(NC(=O)CSc3cn[nH]n3)sc2c1	-2%	-33%	-1%	3	?	-15%	3	-10%	0%
CC1CCN(c2ccc(-c3nc(C(C)C)no3)cc2[N+](=O)[O-])CC1	-8%	-2%	.	8	-18%	12%	.	-11%	.
O=Cc1ccc(OC2OCCOC2Oc2ccc(C=O)cc2)cc1 (stereo not drawn)	-3%	-50%[inhibitor]	2%	-20	?	?	-10	1%	5%
CCOC(=O)N1CCC(N(C(=O)Nc2ccc(CC)cc2)C(C)CC)CC1 (stereo not drawn)	-9%	-5%[57.5 µM]	-1%	-6	?	-8%	6	0%	3%
COc1ccc(-c2noc(CCCC(=O)Nc3ccc(C(N)=O)cc3)n2)cc1OC	8%	-4%	3%	6	52%[activator]	5%	8	16%	1%
CC(C)COC(=O)NCCCOC(=O)Nc1ccccc1	5%	-8%[57.5 µM]	3%	2	-29%	18%	9	-24%	-6%
O=C(O)Cc1ccc(C(=O)c2ccc(Cl)cc2Cl)s1	3%	-5%	10%	-1	?	-10%[0.397 µM]	-2	3%	8%
O=c1c2ccccc2n2c(-c3ccc(F)cc3)nnc2n1Cc1ccccc1	3%	i	1%	11	1%	4%	11	14%	-14%
CC(Nn1cnnc1)c1cc(Cl)ccc1O (stereo not drawn)	8%	29%	-9%	-2	-5%	0%	-13	?	4%
Cc1oc(-c2cccc(Cl)c2)nc1CN1CCC(C(=O)NCc2ccc(F)cc2)CC1	2%	i	.	-16	-19%	7%	.	8%	.
Cc1ccnc(NC(=O)CCC2CCCCC2)c1	-1%	-11%[57.5 µM]	-9%	-2	0%	12%	-10	-25%	-1%

5 consecutive entries already listed, quoted:
SMILES	HEK293 tox	PTHR1 agonist	aSyn yeast inh	D3 ag	GLP1R inv ag	TDP43 rescue	DRD3 antagonist	KB-V1 cytotox	GLP-1R agonist
O=C(O)Cc1ccc(C(=O)c2ccc(Cl)cc2Cl)s1	3%	-5%	10%	-1	?	-10%[0.397 µM]	-2	3%	8%
O=c1c2ccccc2n2c(-c3ccc(F)cc3)nnc2n1Cc1ccccc1	3%	i	1%	11	1%	4%	11	14%	-14%
CC(Nn1cnnc1)c1cc(Cl)ccc1O (stereo not drawn)	8%	29%	-9%	-2	-5%	0%	-13	?	4%
Cc1oc(-c2cccc(Cl)c2)nc1CN1CCC(C(=O)NCc2ccc(F)cc2)CC1	2%	i	.	-16	-19%	7%	.	8%	.
Cc1ccnc(NC(=O)CCC2CCCCC2)c1	-1%	-11%[57.5 µM]	-9%	-2	0%	12%	-10	-25%	-1%

Next section:
SMILES	HEK293 tox	PTHR1 agonist	aSyn yeast inh	D3 ag	GLP1R inv ag	TDP43 rescue	DRD3 antagonist	KB-V1 cytotox	GLP-1R agonist
Cc1cc2nc(C3CCCN(C(=S)Nc4ccccc4)C3)[nH]c2cc1C (stereo not drawn)	-18%	i	0%	-13	?	-25%	-21	-17%	-10%
O=C(CCn1cnc2onc(-c3ccc(F)cc3)c2c1=O)Nc1cccc(C(F)(F)F)c1	-18%	-43%[inhibitor]	.	10	?	0%	.	?	.
CN1C(=O)CCC2(c3ccccc3)CC=C(O)C=C12 (stereo not drawn)	5%	i	-1%	8	33%	-11%	-1	-1%	7%
CCOc1ncccc1C(=O)N1CCN(c2cc(Cl)ccc2C)CC1	-11%	-4%	2%	2	1µM*	26%	1	0.82µM*	?
O=C(CSc1nnc2scc(-c3ccc(Cl)cc3)n12)Nc1ccc(F)cc1	20%	i	.	0	-12%	14%	.	-23%	.
O=[N+]([O-])c1ccc(N2CCNCC2)cc1NCc1cccnc1	-35%	i	5%	3	52%[activator]	0%	2	?	?
O=C(NCc1ccc2c(c1)OCO2)c1ccc(Br)cc1	8%	i	-17%	47*	-18%	6%	-15	-3%	10%
O=C1CC(C(=O)Nc2ccccc2)C2(CCCC2)O1 (stereo not drawn)	6%	i	7%	0	6%	6%	17	8%	-5%
CC(=O)c1ccc(NC(=O)Cn2ncc3c(C)n(Cc4ccc(F)cc4)c(C)c3c2=O)cc1	17%	i	.	5	1%	27%	.	1%	.
COc1ccc(C2=NOC(c3nnc(-c4ccccc4)o3)C2)cc1 (stereo not drawn)	6%	i	0%	2	6%	-3%	-1	-5%	-7%
CC(=O)c1ccc(NC(=O)Nc2ccc3c(c2)nc(C)n3C)cc1	-1%	i	3%	-6	9%	27%	10	0%	9%
O=C(Nc1ccccc1Cl)NC1(C(=O)N2CCC(O)CC2)CCCCC1	-2%	i	-12%	-6	-2%	-14%	-19	-7%	8%
C=CCn1c(=N)n(CC(O)COc2ccccc2OC)c2ccccc21 (stereo not drawn)	-5%	i	?	-2	?	5%	7	0%	12%
CCOC(=O)c1sc(=NC(=O)c2cccc(OC)c2)n(C)c1C	2%	-17%[57.5 µM]	-14%	2	18%	-16%	15	-23%	1%
c1ccn2cc(CSC3=NCCS3)nc2c1	15%	-21%[57.5 µM]	-10%	-4	9%	-10%	1	12%	18%
Cc1ccc(NC(=O)CSc2nc(C)c(C)c(C)n2)cc1S(=O)(=O)N1CCOCC1	21%	-11%	-3%	-6	13%	13%	6	?	-2%
O=C(c1ccc2nc(Cc3ccccc3F)oc2c1)N1CCCC1	-7%	-24%	0%	7	36%[activator]	18%	-15	17%	5%
O=C(COc1ccccc1Cl)NCCCN1CCOCC1	-5%	i	-3%	-3	6%	3%	9	19%	-12%
Cc1cc(C(=O)NNS(=O)(=O)c2ccccc2C(F)(F)F)nn1C(C)(C)C	-16%	i	2%	-2	-9%	-9%	53	-4%	3%
CCOc1ccc(C2=NNC(c3cccs3)=Nc3ccc(OC)cc32)cc1	10%	i	-1%	-4	?	-36%[inhibitor]	-11	0%	2%
O=C(O)c1nc(NCc2ccccc2)ncc1Cl	3%	i	-5%	2	5%	6%	-11	?	-4%
CCOC(=O)N1CCN(c2cc3nccnc3cc2F)CC1	7%	i	5%	-10	0%	-14%	35	21µM*	-1%
CCCc1nn2c(=O)cc(COC(=O)c3ccccc3NC(=O)c3ccc(OCC)cc3)nc2s1	1%	-21%	.	-11	6%	2%	.	-2%	.
COc1ccccc1S(=O)(=O)N(C)C[C@H]1OCc2cnnn2CCCC(=O)N([C@@H](C)CO)C[C@@H]1C	-13%	-15%	?	-3	7%	7%	5	2%	11%
